AmpC no deterg: inhibitors of E. coli AmpC beta-lactamase without detergent; AmpC nitrocefin hydrolysis, absorbance 480 nm, 0.0001% Triton; hit rate 0.52% among 330,000; Potency, µM (highest dose often 57.1 µM), for the others: top-dose activity change, negative = inhibition, actives largely listed as inhibitors; P00811;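 also: potency is read from the fitted curve at half-maximal effect; plate controls were no compound for no effect and no enzyme for full effect; nearly all actives have a fitted effect of over 20% in size; some results filed as inactive show a strong effect at the top dose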
Target sequence (P00811 whole entry, looked up): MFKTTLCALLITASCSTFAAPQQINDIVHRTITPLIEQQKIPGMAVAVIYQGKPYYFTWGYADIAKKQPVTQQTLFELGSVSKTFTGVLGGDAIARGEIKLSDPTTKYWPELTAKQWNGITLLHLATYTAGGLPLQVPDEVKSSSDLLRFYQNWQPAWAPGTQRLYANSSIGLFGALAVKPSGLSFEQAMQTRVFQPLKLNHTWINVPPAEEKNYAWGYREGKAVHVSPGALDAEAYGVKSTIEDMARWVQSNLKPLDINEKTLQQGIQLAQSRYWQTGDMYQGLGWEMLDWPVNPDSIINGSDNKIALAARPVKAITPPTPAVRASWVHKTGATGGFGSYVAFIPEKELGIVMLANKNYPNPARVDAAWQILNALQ
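20 mM phosphate pH 7.0 + 0.01% (detergent screen) or 0.0001% Triton X-100; 5.3 nM AmpC reagent; cpd preinc 15 min RT; nitrocefin (800 uM stock) to start; A480 q20 s × 4 min; Activity was normalised to no-enzyme and no-compound control wells.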
Sm TGR inh: blocks Schistosoma mansoni thioredoxin glutathione reductase; Q962Y6; purified TGR, DTNB reduction, TNB absorbance 405 nm; Potency, µM (titrated, usually from 114 µM), for inactives: at the top dose activity change, negative = inhibition, hits mostly inhibitors; hit rate 3% among 360,000; AID 485364; also: potency is read from the fitted curve at half-maximal effect; nearly all actives have a fitted effect of over 60% in size
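TGR 20 nM + NADPH 100 uM (dispensed conc.), cpd preinc 15 min RT; start with NADPH (500 uM addition) then DTNB (15 mM addition). Kinetic TNB absorbance, 405 nm filter. Four-parameter Hill fit across titration.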
FBPA Giardia inh: inhibitors of Giardia lamblia fructose-1,6-bisphosphate aldolase. A8B2U2. purified Giardia FBPA. Potency, µM (highest dose often 59.6 µM), for inactives: at the top dose activity, negative = inhibition, most hits filed as inhibitors. hit rate 0.71% among 290,000. AID 2451; also: potency is read from the fitted curve at half-maximal effect; nearly all actives have a fitted effect of over 55% in size
Target sequence (A8B2U2 whole entry, looked up): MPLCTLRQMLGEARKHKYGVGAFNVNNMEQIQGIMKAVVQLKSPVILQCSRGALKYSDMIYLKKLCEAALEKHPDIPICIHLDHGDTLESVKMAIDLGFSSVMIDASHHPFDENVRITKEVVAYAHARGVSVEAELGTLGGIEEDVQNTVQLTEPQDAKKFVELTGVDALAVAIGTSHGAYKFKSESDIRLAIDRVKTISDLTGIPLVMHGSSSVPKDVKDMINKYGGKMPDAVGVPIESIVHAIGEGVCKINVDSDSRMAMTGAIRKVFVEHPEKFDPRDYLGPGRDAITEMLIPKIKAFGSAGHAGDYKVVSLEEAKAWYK
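40 nM FBPA preincubated 10 min at RT with compound (up to 57.5 uM final), then substrate plus GAPDH/TPI/NAD/arsenate coupling and diaphorase/resazurin added. Fluorescence read after 20 min at RT, 525/598 nm.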
AmpC detergent: AmpC beta-lactamase inhibition with detergent present | AmpC hydrolysis of nitrocefin, absorbance 480 nm, 0.01% Triton | Potency, µM (highest dose often 114 µM), without a hit: at the top dose activity change, negative = inhibition, most hits filed as inhibitors | hit rate 0.041% among 370,000;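 also: potency is read from the fitted curve at half-maximal effect; 0% = no-compound wells and -100% = no-enzyme wells; nearly all actives have a fitted effect of over 25% in size; some results filed as inactive show a strong effect at the top dose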
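AmpC (5.3 nM in the dispensed reagent) in 20 mM phosphate pH 7.0 with 0.01% (detergent screen) or 0.0001% Triton X-100 was preincubated with compounds for 15 min at room temperature. Nitrocefin was then added from an 800 uM solution, and hydrolysis was followed at 480 nm.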
AMA1 RON2 block: inhibitors of Plasmodium falciparum AMA1-RON2 interaction; AlphaScreen AMA1-biotinylated RON2 peptide binding; Potency, µM (titrated, usually from 58.2 µM), without a hit: at the highest dose activity change, negative = inhibition, most hits filed as inhibitors; hit rate 0.2% among 360,000;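 also: potency is read from the fitted curve at half-maximal effect; 0% = vehicle wells and -100% = peptide control; nearly all actives have a fitted effect of over 45% in size; some results filed as inactive show a strong effect at the top dose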
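AMA1 (3D7) with his tag at 25 nM final met compounds first, then biotinylated RON2 peptide at 25 nM; detection used donor plus acceptor beads, 10 µg/mL apiece, read by AlphaScreen after 30 min at room temperature.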
HCMV inh: blocks human cytomegalovirus replication; HFF cells, HCMV-luciferase reporter, 72 h; hits give low values; activity change, negative = inhibition, % at 57.5 µM; hit rate 4.5% among 410,000; AID 1259415; in the data active = activity change below about -60%; inconclusive = no clear call, values can overlap the other calls; inactive = above about -39%
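Screen run at 2 compound doses on HFFs infected with reporter HCMV, MOI 1 PFU/cell. Luciferase activity from cell lysates at 72 h post infection gave inhibition relative to buffer-only and Salinomycin wells.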
The depositor's hits bear a star; [ ] = dose if it differs, or a comment. Unless noted, calls follow the shape of the dose curve; as a rule, active = well fitted curve in the direction sought with a large enough effect; inconclusive = small, poorly fitted or top-dose-only effect, or another doubt; inactive = no such curve, though single readings can be large; an effect the other way counts as inactive or inconclusive. Unless noted, % is scaled to controls: 0 for no effect and ±100 for the full control effect.

What do the screens show for `CCn1ccnc1CN1CCCCC1C(=O)Nc1ccc(Oc2cccnc2)cc1` (stereo not drawn)?
AmpC no deterg: 53%; Sm TGR inh: 4%; FBPA Giardia inh: -5%; AmpC detergent: inconclusive; AMA1 RON2 block: 15%; HCMV inh: 5

Results for O=C(NNC(=S)NC(=O)c1cn(-c2ccccc2)nc1-c1ccccc1)c1ccncc1 ?
AmpC no deterg: -41%; Sm TGR inh: -9%; FBPA Giardia inh: 29%; AmpC detergent: 2%; AMA1 RON2 block: 20%; HCMV inh: 21

How did N=C1S/C(=C\c2ccco2)C(=O)N1c1ccc2c(c1)OCO2 do in these assays?
AmpC no deterg: -59%; FBPA Giardia inh: -9%; AmpC detergent: 0%; AMA1 RON2 block: -22%; HCMV inh: inconclusive

What do the screens show for `CN1CCN(c2ccccc2NC(=O)c2ccc(-c3ccc(Cl)c(Cl)c3)o2)CC1`?
AmpC no deterg: 35%; Sm TGR inh: -29%; AmpC detergent: 3%; AMA1 RON2 block: 0%; HCMV inh: 5

Results for CCOC(=O)Cn1c(=O)n(C2CCCCC2)c2nc(-c3c(F)cccc3Cl)nc(C(N)=O)c21 ?
Sm TGR inh: 3%; AmpC detergent: 0%; HCMV inh: -82*

How did O=C(OCC(=O)N1CCCCC1)c1ccc2ccccc2n1 do in these assays?
AmpC no deterg: -9%; AMA1 RON2 block: 12%; HCMV inh: -38

What do the screens show for `CCc1ccccc1NC(=O)c1noc(C(C)C)c1[N+](=O)[O-]`?
AmpC no deterg: -15%; Sm TGR inh: inconclusive; FBPA Giardia inh: -3%; AmpC detergent: 1%; AMA1 RON2 block: -13%; HCMV inh: -32

Results for Cc1cc(-c2nnc(SCC(=O)NC3CCCC3)o2)no1 ?
AmpC no deterg: -17%; Sm TGR inh: 0%; FBPA Giardia inh: 8%; AmpC detergent: -20%; AMA1 RON2 block: 5%; HCMV inh: 0

What do the screens show for `Cc1ccc(C2(C)NC(=O)N(CC(=O)Nc3c(C)n(C)n(-c4ccccc4)c3=O)C2=O)cc1` (stereo not drawn)?
AmpC no deterg: -5%; Sm TGR inh: 0%; FBPA Giardia inh: 5%; AmpC detergent: -11%; AMA1 RON2 block: -1%; HCMV inh: -39

Results for CC1=C(C#N)C(c2ccc3ncccc3c2)C(C#N)=C(C)N1 ?
AmpC no deterg: 4%; Sm TGR inh: 2%; FBPA Giardia inh: -2%; AmpC detergent: 2%; AMA1 RON2 block: 3%; HCMV inh: -33

How did O=C(Nc1ccccc1)c1nnsc1S(=O)(=O)c1ccc(Cl)cc1 do in these assays?
AmpC no deterg: inconclusive; Sm TGR inh: 0.32µM*; FBPA Giardia inh: 0%; AmpC detergent: inconclusive; AMA1 RON2 block: -11%; HCMV inh: 56

Results for CCCNS(=O)(=O)c1ccc(OCC(=O)NCCCOC)cc1 ?
AmpC no deterg: -5%; Sm TGR inh: -6%; FBPA Giardia inh: 3%; AmpC detergent: 6%; AMA1 RON2 block: 21%; HCMV inh: 36

Results for COCCCNC(=O)c1ccc(Cn2c(SCc3cccc(C)c3)nc3cccnc32)cc1 ?
Sm TGR inh: -1%; AmpC detergent: -3%; HCMV inh: 49

What do the screens show for `CCn1c(C(=O)Nc2ccccc2C(=O)OC)cc2sc(Cl)cc21`?
Sm TGR inh: 4%; AmpC detergent: 8%; HCMV inh: 11

What do the screens show for `Cc1ccc2nc(NC(=O)C3=NN(c4ccccc4)C(=O)CC3)sc2c1`?
AmpC no deterg: -26%; Sm TGR inh: -15%; FBPA Giardia inh: -6%; AmpC detergent: -3%; AMA1 RON2 block: 12%; HCMV inh: -39

What do the screens show for `Cc1ccc(C(=O)CSc2ncnc3ccccc23)o1`?
AmpC no deterg: -26%; Sm TGR inh: 4%; FBPA Giardia inh: -7%; AmpC detergent: -10%; AMA1 RON2 block: -11%; HCMV inh: -60*

Results for CC1CCN(Cc2cnc(Cl)s2)CC1 ?
AmpC no deterg: inconclusive; Sm TGR inh: -5%; FBPA Giardia inh: 3%; AmpC detergent: 0%; AMA1 RON2 block: -3%; HCMV inh: 10

What do the screens show for `Cc1ccc(OCCCCn2c(CO)nc3ccccc32)cc1`?
AmpC no deterg: 96%[activator]; Sm TGR inh: -2%; FBPA Giardia inh: 0%; AmpC detergent: -7%; AMA1 RON2 block: 12%; HCMV inh: -65*

Results for COc1ccc(C2C(C(C)=O)=C(O)C(=O)N2c2cccnc2)c(OC)c1 (stereo not drawn) ?
AmpC no deterg: -11%; Sm TGR inh: 1%; FBPA Giardia inh: -21%; AmpC detergent: 5%; AMA1 RON2 block: -3%; HCMV inh: -1

How did CCOc1ccc(S(=O)(=O)Nc2ccc3oc(C)c(C(=O)OC(C)C)c3c2)cc1 do in these assays?
Sm TGR inh: 11%; AmpC detergent: 9%; HCMV inh: 30

What do the screens show for `COC(=O)CCCC1=CC2=C(c3ccccc3)C(=O)C(C)(OC(=O)C3CCCC3)C(=O)C2=CN1Cc1ccco1` (stereo not drawn)?
AmpC no deterg: 92%[activator]; Sm TGR inh: 22µM*; FBPA Giardia inh: inconclusive; AmpC detergent: -9%; AMA1 RON2 block: -17%; HCMV inh: 8

What do the screens show for `COc1ccc(NC(=O)CN2CCC(C(N)=O)(N3CCCCC3)CC2)c(OC)c1`?
AmpC no deterg: -14%; Sm TGR inh: -34%; FBPA Giardia inh: 2%; AmpC detergent: -1%; AMA1 RON2 block: 8%; HCMV inh: 15

Results for O=c1c2oc3ccccc3c2ncn1Cc1ccc(F)cc1 ?
AmpC no deterg: -21%; Sm TGR inh: 8%; FBPA Giardia inh: 2%; AmpC detergent: 3%; AMA1 RON2 block: 17%; HCMV inh: -36

What do the screens show for `CS(=O)(=O)c1ccc(NC(=O)c2ccc3c(c2)S(=O)(=O)N=C2CCCCCN23)cc1`?
AmpC no deterg: -14%; Sm TGR inh: 3%; AmpC detergent: -1%; AMA1 RON2 block: -9%; HCMV inh: -26

Results for O=c1oc2ccccc2c(NC2CCCCC2)c1NS(=O)(=O)c1ccc(Cl)cc1 ?
AmpC no deterg: -40%; Sm TGR inh: 2%; AmpC detergent: -2%; AMA1 RON2 block: -4%; HCMV inh: 9

How did COc1ccc(NC(=O)Nc2ccccc2SC)c(OC)c1 do in these assays?
AmpC no deterg: -13%; FBPA Giardia inh: -2%; AmpC detergent: -5%; AMA1 RON2 block: -14%; HCMV inh: 26

Results for Cc1ccc(N2CC(NC(=O)N3CCN(C(=O)c4ccco4)CC3)CC2=O)cc1 (stereo not drawn) ?
AmpC no deterg: -9%; Sm TGR inh: 0%; AmpC detergent: inconclusive; AMA1 RON2 block: 1%; HCMV inh: -29

What do the screens show for `CCOc1ncccc1C(=O)OC(C)C(=O)Nc1ccc(CC)cc1` (stereo not drawn)?
AmpC no deterg: 2%; Sm TGR inh: -3%; FBPA Giardia inh: 4%; AmpC detergent: 2%; AMA1 RON2 block: 1%; HCMV inh: -7

What do the screens show for `CCCCc1c(O)nc(SC2CC(=O)N(c3ccc(C(=O)OCC)cc3)C2=O)[nH]c1=O` (stereo not drawn)?
AmpC no deterg: -43%; Sm TGR inh: -30%; FBPA Giardia inh: 7.1µM*; AmpC detergent: inconclusive; AMA1 RON2 block: 113%[activator]; HCMV inh: -8

How did Cc1cc(C)n(-c2nnc(C)n2/N=C/c2ccc(O)cc2)n1 do in these assays?
AmpC no deterg: -7%; FBPA Giardia inh: -6%; AmpC detergent: -2%; AMA1 RON2 block: -3%; HCMV inh: 15

Sorted by formula weight (lowest first): some entries from above
How did COc1ccc(NC(=O)Nc2ccccc2SC)c(OC)c1 do in these assays?
AmpC no deterg: -13%; FBPA Giardia inh: -2%; AmpC detergent: -5%; AMA1 RON2 block: -14%; HCMV inh: 26

Results for Cc1ccc(N2CC(NC(=O)N3CCN(C(=O)c4ccco4)CC3)CC2=O)cc1 (stereo not drawn) ?
AmpC no deterg: -9%; Sm TGR inh: 0%; AmpC detergent: inconclusive; AMA1 RON2 block: 1%; HCMV inh: -29

What do the screens show for `COC(=O)CCCC1=CC2=C(c3ccccc3)C(=O)C(C)(OC(=O)C3CCCC3)C(=O)C2=CN1Cc1ccco1` (stereo not drawn)?
AmpC no deterg: 92%[activator]; Sm TGR inh: 22µM*; FBPA Giardia inh: inconclusive; AmpC detergent: -9%; AMA1 RON2 block: -17%; HCMV inh: 8

(further entries)
How did O=C(Nc1ccncc1)c1cccc(F)c1 do in these assays?
AmpC no deterg: -16%; Sm TGR inh: -14%; FBPA Giardia inh: 2%; AmpC detergent: inconclusive; AMA1 RON2 block: -8%; HCMV inh: -24

What do the screens show for `O=C(NCc1ccccc1Cl)/C(=C\c1cccnc1)NC(=O)c1ccccc1`?
AmpC no deterg: -30%; Sm TGR inh: 6%; FBPA Giardia inh: 9%; AmpC detergent: inconclusive; AMA1 RON2 block: -4%; HCMV inh: -7

How did COc1ccc(CN2CCC(C(=O)c3cccc(Cl)c3)CC2)cc1 do in these assays?
AmpC no deterg: -16%; Sm TGR inh: -26%; FBPA Giardia inh: -5%; AmpC detergent: inconclusive; AMA1 RON2 block: 2%; HCMV inh: -8

Results for Cc1ccc(C(=O)N2CCC(C(N)=O)CC2)cc1C ?
AmpC no deterg: -7%; Sm TGR inh: -3%; FBPA Giardia inh: 4%; AmpC detergent: -6%; AMA1 RON2 block: 5%; HCMV inh: 24

What do the screens show for `CCc1nn(CC(=O)NCc2ccc(C)cc2)c(=O)c2cc3occc3n12`?
Sm TGR inh: 3%; AmpC detergent: -4%; HCMV inh: -12

How did CCOC(=O)N1CCC(N(CCOC)C(=O)Nc2ccc(Cl)cc2)CC1 do in these assays?
AmpC no deterg: 29%; Sm TGR inh: 6%; FBPA Giardia inh: 1%; AmpC detergent: -9%; AMA1 RON2 block: 0%; HCMV inh: 21

What do the screens show for `COc1ccc(S(=O)(=O)N2CCCCCC2)cc1C(=O)Nc1ccc(C(=O)N(C)C)cc1`?
AmpC no deterg: 127%[activator]; Sm TGR inh: -2%; AmpC detergent: -7%; AMA1 RON2 block: 0%; HCMV inh: 2

How did O=C(O)Cn1ncc2c1-c1ccoc1CC2 do in these assays?
AmpC no deterg: -4%; Sm TGR inh: -28%; FBPA Giardia inh: inconclusive; AmpC detergent: -10%; AMA1 RON2 block: 2%; HCMV inh: 29

Results for COc1ccc(-n2nc3c(N4CCC(C(=O)N5CCCCCC5)CC4)nnc(C)c3c2C)cc1 ?
AmpC no deterg: 143%[activator]; Sm TGR inh: 6%; FBPA Giardia inh: -3%; AmpC detergent: 0%; AMA1 RON2 block: -3%; HCMV inh: -33

How did CCc1cccc(NC(=O)CN(C)S(=O)(=O)c2cccs2)c1 do in these assays?
AmpC no deterg: -24%; Sm TGR inh: -1%; FBPA Giardia inh: -1%; AmpC detergent: 1%; AMA1 RON2 block: 6%; HCMV inh: -21

Source: PubChem BioAssay

No enrichment for hits; about 7.8% have a hit in one of these screens.
